TAG inh: inhibitors of triacylglycerol accumulation, primary screen, cell-based, uHTS, fluorescence, H9c2; H9c2 cells, Nile Red lipid (TAG) fluorescence; cells loaded with 200 µM oleic acid; inhibition, % at 12.5 µM; actives 0.66% (n = 230,000); AID 651582, 2012;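 active means pattern-corrected inhibition of lipid staining of at least 50% with the nuclear-stain viability signal not falling by more than 50%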;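 further: 0% = DMSO wells and 100% = triacsin C control wells; some results filed as inactive read as strong as hits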
TAG inh DAPI viability: also measured in TAG inh; calls as there; DAPI nuclei signal change (viability), lower = more cytotoxic, %;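 whole-well DAPI fluorescence read on a plate reader as a viability signal; minus 50 percent equals half of cells still viable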
* marks the source's active call; other numbers are inactive results. Not all compounds are listed. The share of hits here may be higher or lower than overall.

The first 4 compounds as a preview:
structure	TAG inh DAPI viability	TAG inh
COc1cc(OC)cc(-c2c(-c3cccs3)c3cc(-c4ccc5cc[nH]c5c4)ccc3n2C)c1	123.3	-72.3
CC1CCCN(C(=O)COc2ccc3c(c2)OCO3)C1 (stereo unspecified)	-7.0	15.3
CCOc1ccc(OCC)c(NS(=O)(=O)c2cccc3nsnc23)c1	-4.6	-7.1
O=C(CC1Nc2ccccc2NC1=O)Nc1ccccc1 (stereo unspecified)	3.3	-8.5

This part in full, from the start:
structure	TAG inh DAPI viability	TAG inh
COc1cc(OC)cc(-c2c(-c3cccs3)c3cc(-c4ccc5cc[nH]c5c4)ccc3n2C)c1	123.3	-72.3
CC1CCCN(C(=O)COc2ccc3c(c2)OCO3)C1 (stereo unspecified)	-7.0	15.3
CCOc1ccc(OCC)c(NS(=O)(=O)c2cccc3nsnc23)c1	-4.6	-7.1
O=C(CC1Nc2ccccc2NC1=O)Nc1ccccc1 (stereo unspecified)	3.3	-8.5
COc1cc(/C=C2\N=C(c3ccccc3)OC2=O)ccc1OC(C)=O	3.3	-7.6
CCOC(=O)c1sc(NC(=O)CSc2nc3c(cc2C#N)CCCCC3)c(C#N)c1C	-10.1	16.0
COC(=O)c1sccc1NC(=O)c1cc(-c2cccc(C)c2)nc2ccccc12	12.6	-24.9
O=C(O)c1ccccc1C=NN1CCCCCC1	2.8	9.9
Cc1[nH][nH]c(=O)c1C(c1c(C)[nH][nH]c1=O)c1cn(Cc2cccc3ccccc23)c2ccccc12	1.2	16.3
O=C1NC(NS(=O)(=O)c2ccccc2)(C(F)(F)F)C(=O)N1c1ccc(F)cc1 (stereo unspecified)	10.1	6.6
C[C@@H]1CC=C[C@H]2[C@H]1C(=O)N(Cc1ccccc1)[C@H]2c1ccc(-c2ccc(F)cc2)cc1F	2.7	-53.7
COc1ccc(CNCCNC(=O)c2ccco2)c(OC)c1OC	0.8	11.5
CCC(=O)c1ccc(OCCn2cncn2)cc1	0.1	5.2
CC1(C)CC(NC(=O)c2cccc(S(=O)(=O)Nc3cccc(Cl)c3)c2)CC(C)(C)N1	-4.0	15.7
O=C(c1ccc(S(=O)(=O)Cc2ccccc2Cl)c([N+](=O)[O-])c1)N1CCN(c2ccccn2)CC1	4.5	-7.9
O=C(COC(=O)c1cccnc1Cl)Nc1cc(S(=O)(=O)N2CCCCC2)ccc1Cl	13.8	-4.9
CC1CCC(NC(=O)Nc2cccs2)CC1 (stereo unspecified)	-2.1	12.5
CN(Cc1nc2c(s1)CCCC2)C(=O)CCc1nnc(-c2ccc3c(c2)OCO3)o1	6.4	-2.1
CCOc1ccccc1CNC(=O)c1cc2occc2n1C	-4.9	-28.9
COc1ccc(NC(=O)C(C)N(c2ccc(C)cc2)S(C)(=O)=O)c(OC)c1 (stereo unspecified)	0.0	-2.3
COc1ccc(OCc2cc(C(=O)NC(C)c3nc(C)cs3)no2)c(Cl)c1 (stereo unspecified)	2.9	1.5
O=C(CC1CCCCC1)NCc1ccccc1Cl	2.5	-9.5
Fc1cccc(CCN2CCNC[C@@H]2CC2CCCCC2)c1	2.7	9.4
O=S(=O)(NCC(c1cccnc1)N1CCN(Cc2ccccc2)CC1)c1ccc(Cl)cc1 (stereo unspecified)	8.7	17.7
COC(=O)c1ccc(C(=O)OC)c(NC(=O)c2cccnc2)c1	-2.5	9.3
CCOc1ccc(-n2cnc3sc4c(c3c2=O)CCCC4)cc1	5.2	-4.5
CN(C(=O)c1cc(S(=O)(=O)N2CCCCC2)c[nH]1)C1CCCCC1	-0.6	-12.2
CCC(CC)c1nnc(NC(=O)C2CCCO2)s1 (stereo unspecified)	6.0	-7.2
CCc1ccc(C(=O)COC(=O)CCc2nc3ccccc3c(=O)[nH]2)cc1	2.3	-1.5
COc1ccc(-n2cnc3sc4c(c3c2=O)CCCC4)cc1	7.5	-0.3
C[C@@H]1ON(C)[C@H]2C[C@H]3c4cc(N5CCOCC5)ccc4CCN3C(=O)[C@@H]12	2.0	-2.4
Cc1c(C(=O)NCCSCc2ccc(Cl)cc2Cl)cccc1[N+](=O)[O-]	2.5	-30.8
COc1ccc(C2(c3ccc(OC)cc3)NC(=O)N(CC(=O)NC3CCCC3)C2=O)cc1	-10.9	35.8
CCc1nnc(NC(=O)COc2ccc(N(C)S(=O)(=O)c3ccc(C)cc3)cc2)s1	5.2	13.1
O=C(Nc1nnc(-c2ccco2)o1)c1ccc(S(=O)(=O)N2CCCC2)cc1	-3.7	-2.0
CCC(C(=O)Nc1ccccn1)c1ccccc1 (stereo unspecified)	0.8	-5.7
C/C(CC(O)(/C=N/O)c1ccccc1)=N\O (stereo unspecified)	4.1	12.1
Cc1ccc(S(=O)(=O)Cc2ccc(C(=O)N3CCc4ccccc4C3)o2)cc1	3.3	-2.8
O=C(NC1CCCCC1)c1ccccc1NC(=O)C1CC1	2.5	-4.3
COc1cccc(NC(=O)CN(C)C(=O)c2cccc(S(=O)(=O)N3CC4(C)CC3CC(C)(C)C4)c2)c1 (stereo unspecified)	-8.8	-2.0
Cc1cc(C)cc(NC(=S)N(CCN(C)C)C(C)c2cccnc2)c1 (stereo unspecified)	-0.7	-1.2
CCN1C(=NCCOC)N[C@@H](CCc2ccccc2)[C@H](C(=O)OC)[C@H]1C	8.2	13.8
Cn1ccc(NC(=O)Nc2ccc(Cl)cc2)n1	-6.5	5.2
COc1cc(C)c(S(=O)(=O)N2CCOCC2)c(C)c1C	-7.5	7.7
Cc1ccc2[nH]c(=O)c(CN3CCCCC3)c(-c3ccccc3)c2c1	16.6	-13.2
Nc1cccc(Oc2ccc3c(c2)C(=O)N(CC2CCCO2)C3=O)c1 (stereo unspecified)	-9.3	-7.0
Cc1ccccc1CN1CCSc2sccc2C1=O	-1.4	-1.1
Cc1nc(-c2ccccc2)sc1-c1n[nH]c(=S)n1C	12.5	5.6
CC1CCCN(C(=O)c2cc(-c3cccs3)nc3ccccc23)C1 (stereo unspecified)	23.3	-21.9
CCOC(=O)/C(C#N)=C/c1ccc(N2CCCCC2)cc1	-1.0	-7.2
CC1=NNC(=O)C1CCC(=O)N/N=C(\C)c1ccccc1 (stereo unspecified)	1.0	-2.4
Cc1nc(N2CCC(C)CC2)c2c(C)c(C(=O)Nc3ccc(C(F)(F)F)cc3)sc2n1	14.4	4.1
CCOC(=O)c1c(C)[nH]c(C(=O)CSc2nc3ccccc3o2)c1C	-10.7	-8.0
CC1(C)Cc2c(sc3c2C2=NCCN2C=N3)CS1	-8.6	16.1
CCOC(=O)C1=C(CS(=O)(=O)c2ccc(C)c(C)c2)NC(=O)NC1c1ccc(O)cc1 (stereo unspecified)	3.3	2.6
O=C(CN1CCN(S(=O)(=O)c2ccc(Cl)cc2)CC1)NCC1(N2CCOCC2)CCCCC1	3.2	-13.0

More entries follow:
structure	TAG inh DAPI viability	TAG inh
Cc1ccc(S(=O)(=O)Nc2cc(-c3ccccc3)nn2C)cc1Cl	2.0	-11.3
CCCCCn1c(Sc2ccccc2)nc2c1c(=O)[nH]c(=O)n2C	2.5	-6.6
Cc1[nH]c2ccccc2c1SCCNC(=O)c1ccc(S(=O)(=O)N2CCCC2)cc1	-1.2	-7.4
CCCC(=O)Nc1ccc(C(=O)Nc2ccc([N+](=O)[O-])cc2OC)cc1	7.6	2.6
O=[N+]([O-])c1ccc(Cl)c(S(=O)(=O)Nc2cccc(-c3ccc(N4CCCC4)nn3)c2)c1	2.0	14.2
NS(=O)(=O)c1ccc(N=NN2CCCCC2)cc1	3.8	1.3
Cc1ccc(C(=O)NCCN2C3=NC[C@H](C(C)C)N3C[C@H]2Cc2ccc(O)cc2)cc1Br	-30.8*	56.6*
CC/C(=C\C(=O)c1ccncc1)Nc1ccc(Br)cc1	18.1	-11.5
O=C(NC1CC1)C1=C[C@@H](c2coc3ccccc3c2=O)C[C@@H](OCCCCO)O1	-3.1	8.3
Cc1ccc(C)c(N2CCN(C(=O)Nc3ccc4c(c3)N(C)C(=O)CS4)CC2)c1	-1.6	1.7
Cc1ccc(C)c(N2CCN(C(=O)Cn3c(=O)[nH]c4ccsc4c3=O)CC2)c1	6.1	7.0
O=C(O)c1ccccc1C(=O)Nc1ccc(-n2nccc2C(F)(F)F)cc1	10.0	-8.6
COc1ccc(/C=N/N2CCN(C)CC2)cc1O	4.0	-4.5
CN1CCN(c2nc3c(c(=O)n(C)c(=O)n3C)n2CCSc2nc3ccccc3s2)CC1	-16.8	28.2
COc1cc(-c2nnc3sc(-c4cccs4)nn23)cc(OC)c1OC	7.4	3.0
CCn1c(Oc2ccc(F)cc2)nc2c1c(=O)n(C)c(=O)n2C	-17.9	-10.9
O=C(Nc1ccccc1F)c1coc(=O)c(Br)c1	-10.2	6.6
COc1ccc(N2CC(C(=O)Nc3nnc(SCC(=O)NC4CCCC4)s3)CC2=O)cc1 (stereo unspecified)	-3.8	5.1
CC(=O)c1c(C)[nH]c(C(=O)N2CCc3ccccc3C2)c1C	15.3	23.7
Cc1c(Cl)c(C(=O)N2CCCc3ccccc32)nn1C	-5.7	0.0
OC(c1ccccc1)c1ncc(-c2ccccc2Cl)[nH]1 (stereo unspecified)	7.8	-13.0
COc1ccc(C(=O)Nc2ccc(C)c(S(=O)(=O)N3CCOCC3)c2)cc1S(=O)(=O)N1CCCC1	-0.2	3.8
CC(=O)NC1(NC(C)=O)CCN(C)C(c2ccccc2)C1C (stereo unspecified)	-5.4	-3.0
CCC1CCCCN1C(=S)NC(=O)c1cccs1 (stereo unspecified)	-8.6	14.0
CCOc1ccccc1NC(=O)C(OC(=O)c1cnccn1)c1ccccc1 (stereo unspecified)	-3.2	-29.4
CCc1ccc(-n2c(SCC(=O)N3CCC(C(=O)O)CC3)nnc2-c2ccncc2)cc1	21.8	-20.9
Cc1ccc(C(=O)Nc2ncccc2O)cc1S(=O)(=O)N1CCCCC1	1.8	2.0
CCOc1ccccc1C(=O)N[C@H](C(=O)NNC(=O)c1cccs1)C(C)C	-2.8	9.4
COc1ccc(CNC(=O)[C@@H]2CC=C[C@@H]3CCN(Cc4ccccc4)C(=O)[C@@H]32)cc1	2.2	-7.0
CC1CCCC(C)N1C(=O)CSc1nc2ccccc2s1 (stereo unspecified)	0.7	8.2
COc1ccc(C2=NN(C(C)=O)C(c3cccs3)C2)cc1OC (stereo unspecified)	0.7	-1.2
Cc1ccc2[nH]c(O)c(N=Nc3nc4ccccc4s3)c2c1	-5.3	19.3
O=C(O)c1ccccc1C(=O)NCc1ccccc1	0.4	11.7
OC(CNCC1(N2CCCCC2)CCCCC1)COc1ccc(Cl)cc1Cl (stereo unspecified)	-11.8	23.5
Cc1ccc2[nH]c(C(=O)NN=C3CCCCC3)c(-c3ccccc3)c2c1	1.4	0.3
CCOC(=O)c1ccc(NC(=O)c2nc[nH]c2C(=O)N(C)Cc2ccccc2)cc1	-11.4	20.8
O=C(O)c1[nH]c2ccc(Cl)cc2c1CC(=O)N1CCN(c2ccccc2)CC1	5.8	-8.0
COC(=O)Cc1c[nH]c2cccc(OCC(O)CN(Cc3ccccc3)C(C)C)c12 (stereo unspecified)	-1.1	2.2
O=C(O)c1ccc(NC2=C(Cl)C(=O)c3ccccc3C2=O)cc1	-2.7	10.9
CCCc1[nH]nc2c1C(Cc1ccccc1)C(C#N)=C(N)O2 (stereo unspecified)	-1.0	-14.6

Pulled one by one from above:
structure	TAG inh DAPI viability	TAG inh
NS(=O)(=O)c1ccc(N=NN2CCCCC2)cc1	3.8	1.3
Cc1ccc2[nH]c(=O)c(CN3CCCCC3)c(-c3ccccc3)c2c1	16.6	-13.2
O=C(CN1CCN(S(=O)(=O)c2ccc(Cl)cc2)CC1)NCC1(N2CCOCC2)CCCCC1	3.2	-13.0
COc1cccc(NC(=O)CN(C)C(=O)c2cccc(S(=O)(=O)N3CC4(C)CC3CC(C)(C)C4)c2)c1 (stereo unspecified)	-8.8	-2.0
Cc1ccc(C(=O)Nc2ncccc2O)cc1S(=O)(=O)N1CCCCC1	1.8	2.0

Additional results.
structure	TAG inh DAPI viability	TAG inh
COC(=O)CNC(=O)Cc1c(C)n(C(=O)c2ccc(Cl)cc2)c2ccc(OC)cc12	4.1	10.3
Cn1cccc1C(C#N)(CC#N)c1cccc(F)c1C#N (stereo unspecified)	-2.4	-0.1
CCNC(=S)Nc1ccc(Cl)c([N+](=O)[O-])c1	1.2	-7.1
CN(Cc1cccc([N+](=O)[O-])c1)Cc1cccc2ccccc12	-4.8	-6.0
O=C(Cc1ccccc1)N1CCN(S(=O)(=O)c2ccc([N+](=O)[O-])cc2)CC1	-3.1	-0.9
CN1/C(=C\C(=O)c2oc3ccccc3c2N)C(C)(C)c2ccccc21	-1.6	-7.0
CCCNC(=O)c1ccc(N2CCC3(CC2)CC(c2cccc(Br)c2)=NO3)c(N)c1	0.8	-14.8
CCOc1cc(C(=O)Nc2ccc(N3CCN(S(C)(=O)=O)CC3)cc2)cc(OCC)c1OCC	0.6	-0.1
Cc1ccccc1OCC(=O)N(Cc1cccs1)C1CCS(=O)(=O)C1 (stereo unspecified)	-11.2	2.0
CCc1nnc(N/N=C/c2ccc(N3CCC(C)CC3)c([N+](=O)[O-])c2)n1N	-5.7	0.5
C=CCn1c(SCC(=O)c2ccc(F)cc2)nnc1-c1ccc2c(c1)OCO2	-10.7	1.6
Cc1c(C(=O)N2CCN(Cc3cccs3)CC2)oc2ccccc12	-5.5	-6.8
Oc1ccc(CN2CCN(c3ncccn3)CC2)cc1	-6.9	-2.3
Cc1noc(C)c1C(=O)OCC(=O)NCCc1ccccc1	1.4	-2.9

High-throughput results (PubChem)
